High-throughput results: PubChem, National Center for Advancing Translational Sciences (NCATS)
Lipid storage S3 = qHTS Assay for Lipid Storage Modulators in Drosophila S3 Cells; Drosophila S3 cells, BODIPY lipid droplet fluorescence, 18-24 h; cells fed with added oleic acid; Potency in µM for hits, for the others lipid storage change, negative = inhibition, % at the top dose, mostly 46.1 µM; hit rate 0.64% among 320,000; AID 2685, 2010; active means well fitted inhibition curve with a large enough effect in the signal ratio, with a control signal flat, not every such curve was filed as active; inconclusive means small, poorly fitted or top-dose-only effect, or effect the other way, or a change in a side signal; the % refers to the signal ratio
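Drosophila S3 cells got compounds at several concentrations plus oleic acid (400 uM solution). Laser-scanning cytometry with 488 nm excitation read lipid droplets at 500-530 nm and cells at 575-640 nm. Percent activity was relative to 20 uM Triacsin C.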
Lipid storage S3 cell count max = recorded beside Lipid storage S3, whose call it bears; cell number change, %; measured here: cell count max response;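 cells counted by Cell Tracker Red CMTPX staining in the red channel; peak over a dose series mostly up to 46.1 µM; percent activity relative to internal control wells on each plate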
Starred values were filed as active, the others as inactive; i = inactive; u = inconclusive; x = no result given; [ ] = remark or other dose. On the % scale 0 is the no-effect control and ±100 the full control effect; potency means the concentration at half of the fitted maximal effect. These rows are one share of the data; count on the stated rates, not on these rows.

SMILES	Lipid storage S3	Lipid storage S3 cell count max
O=S(=O)(c1ccccc1)[C@@]1(c2ccc(Br)cc2)C[C@@H]2ON=C(c3ccccc3)[C@@H]2C1	u	x
C/C(=N/NS(=O)(=O)c1cccc([N+](=O)[O-])c1)c1c[nH]c2ccccc12	1%	x
CCC(=O)NNc1nc2c(Cl)cccc2s1	-10%[9.22 µM]	-2
O=C(CNC(=O)c1nc[nH]c1C(=O)NCc1ccccc1)OCc1ccccc1	u	x
Cc1ccc(OCC(=O)NCC2CCCO2)c(C)c1 (stereo not given)	13%	x
Cc1ccc(Cn2ncc3c(NCCN(C)C)ncnc32)cc1	u	x
Cc1nc(NC(=S)NC(=O)c2ccccc2)sc1C(=O)N(C)C	u	x
Cc1ccc(CCNC(=O)C2CCN(S(=O)(=O)c3ccc4c(c3)CCC(=O)N4)CC2)cc1	14%	1
CCOC(=O)c1cnc2cc(-c3ccc(C(C)(C)C)cc3)nn2c1N	u	x
Clc1ccccc1Nc1c2c(nc3ncnn13)CCC2	u	x
O=C(CC1C(=O)NCCN1Cc1ccc(F)cc1)NCCCn1cccn1 (stereo not given)	0%	x
COc1ccc2nc(SC(C)C(=O)NCC(=O)Nc3ccc(F)c(F)c3F)[nH]c2c1 (stereo not given)	u	x
C=C(C)C(=O)NNc1ccccc1	u	x
COc1ccccc1N1CCN(C(=O)c2c(-c3ccccc3Cl)noc2C)CC1	11%	-17
CCN(CC)c1ccc(S(=O)(=O)N2CCOCC2)cc1NC(=O)CN1CCc2ccccc2C1	i	-23
CCOC(=O)C1(Cc2cccc(F)c2)CCN(CC2CC2)CC1	-19%	-19
Cc1cc(C)c(NC(=O)CSc2nc(=O)n(CCN3CCOCC3)c3c2CCCC3)c(C)c1	8%	-13
COc1ccc(OC)c(C(=O)c2ccc(C(=O)c3cc(OC)ccc3OC)cc2)c1	u	x
COc1ccc(OC)c(C2=NS(=O)(=O)N(C)C(C(=O)NCc3cccs3)=C2)c1	u	x
CCCOc1ccc(N2C(=O)CC(N(CCc3ccc(OC)cc3)C(=O)c3ccccc3)C2=O)cc1 (stereo not given)	-16%	x
COc1cccc(NC(C)C(=O)Nc2cc([N+](=O)[O-])ccc2Cl)c1 (stereo not given)	6%	15
CCC(=O)Nc1cccc(-c2nc3ccccc3c(=O)o2)c1	u	x
Cc1ccc(-c2cc(C(=O)NCCCn3ccnc3)no2)cc1	u	x
CN(CCC1CCOCC1)C(=O)CC1C(=O)NCCN1Cc1ccoc1 (stereo not given)	1%	19

6 compounds already listed, arranged by count of non-hydrogen atoms, descending:
SMILES	Lipid storage S3	Lipid storage S3 cell count max
CCCOc1ccc(N2C(=O)CC(N(CCc3ccc(OC)cc3)C(=O)c3ccccc3)C2=O)cc1 (stereo not given)	-16%	x
CCN(CC)c1ccc(S(=O)(=O)N2CCOCC2)cc1NC(=O)CN1CCc2ccccc2C1	i	-23
Cc1cc(C)c(NC(=O)CSc2nc(=O)n(CCN3CCOCC3)c3c2CCCC3)c(C)c1	8%	-13
COc1ccc(OC)c(C2=NS(=O)(=O)N(C)C(C(=O)NCc3cccs3)=C2)c1	u	x
CN(CCC1CCOCC1)C(=O)CC1C(=O)NCCN1Cc1ccoc1 (stereo not given)	1%	19
CCOC(=O)C1(Cc2cccc(F)c2)CCN(CC2CC2)CC1	-19%	-19

Fetched one by one from above (six):
SMILES	Lipid storage S3	Lipid storage S3 cell count max
Cc1ccc(Cn2ncc3c(NCCN(C)C)ncnc32)cc1	u	x
C=C(C)C(=O)NNc1ccccc1	u	x
Cc1ccc(-c2cc(C(=O)NCCCn3ccnc3)no2)cc1	u	x
Cc1nc(NC(=S)NC(=O)c2ccccc2)sc1C(=O)N(C)C	u	x
Cc1ccc(CCNC(=O)C2CCN(S(=O)(=O)c3ccc4c(c3)CCC(=O)N4)CC2)cc1	14%	1
O=C(CC1C(=O)NCCN1Cc1ccc(F)cc1)NCCCn1cccn1 (stereo not given)	0%	x

(next part)
SMILES	Lipid storage S3	Lipid storage S3 cell count max
C[C@@H]1NC(=O)N(c2ccc(F)cc2)C1=O	u	x
COc1ccc(NC(=O)COc2coc(CN3CCN(c4ccccc4)CC3)cc2=O)cc1	u	x
c1ccc(C2(Cn3ccc4ccccc43)OCCO2)cc1	i	-13
COC(=O)CSc1nc(C)c(C(C)=O)cc1C#N	i	x
Cc1ccc(NC(=O)Cn2ccsc2=N)cc1S(=O)(=O)N(C)C	24%	x
Clc1ccc(OCCN2CCN(c3ncnc4sccc34)CC2)cc1	u	x
O=C(NC1CCCCC1)C1CN(S(=O)(=O)c2ccccc2)CCN1S(=O)(=O)c1ccccc1 (stereo not given)	14%	-6
COc1ccccc1CCNS(=O)(=O)c1cn(C)c(=O)n(C)c1=O	u	x
Cn1cnc2cc(NC(=O)c3ccco3)ccc21	u	x
COc1ccc(/C=N/NC(=O)CCNc2n[nH]c(=O)[nH]c2=O)c(OC)c1	-2%	11
COC(=O)Cn1c(=O)c2c(nc3n2CC(C)CN3Cc2ccccc2)n(C)c1=O (stereo not given)	-14%	-17
COc1ccc(OCC(=O)Nc2ccc3oc(-c4ccncc4)nc3c2)cc1	10%	x
O=C(NCC(c1ccco1)N1CCN(c2ccc(F)cc2)CC1)C(=O)NC1CC1 (stereo not given)	i	x
Cc1ccc(NC(=O)C2C3CCC(O3)C2C(=O)O)c(Br)c1 (stereo not given)	u	x
CCn1c(=O)c(C(=O)Nc2ccc(C)cc2)c(O)c2ccccc21	u	x
C=C[C@@H]1c2ccccc2N(S(=O)(=O)c2ccc(C)cc2)[C@H](c2ccccc2)C1(C#N)C#N	u	x
Cc1sc2nc(COC(=O)CNC(=O)c3ccc(C(C)(C)C)cc3)[nH]c(=O)c2c1C	13%	8
CC(C)C(=O)Nc1ccc(NC(=O)c2cccc3c(Br)cccc23)cc1	i	x
COc1ccccc1-c1nn(-c2ccccc2)cc1C(=O)N1CCc2ccccc2C1	2.1µM*	-17*
Cc1ccccc1NC(=O)c1cccc(N2C(=O)C3CCCCC3C2=O)c1 (stereo not given)	i	-5
O=S(=O)(NCC(c1cccnc1)N1CCN(Cc2ccccc2)CC1)c1ccccc1 (stereo not given)	1%	-6
CCN(CC)S(=O)(=O)c1ccc(NS(=O)(=O)CC23CCC(CC2=O)C3(C)C)cc1 (stereo not given)	-13%	2
C(=N\c1c(-c2ccccc2)nc2n1CCS2)/c1ccccc1	u	x
O=C(O)c1ccc([N+](=O)[O-])c(CS(=O)(=O)c2ccc(Cl)cc2)c1	u	x
CCNC(=S)Nc1ccc(Cl)cc1	1%	-6
CCOC(=O)/C(=C\c1ccc(Cl)cc1)c1nc2sc(C)c(C)c2c(=O)[nH]1	u	x
Cc1ccc(C(=O)N/N=C(\CC(C)C)c2ccccc2)cc1	u	x
COc1cccc(C2CC(c3ccc(C)cc3)Nc3nc(N)nn32)c1 (stereo not given)	i	x
CCN(CC)S(=O)(=O)c1cc(C(=O)Nc2cc(C)on2)ccc1Cl	u	x
CCOc1ccccc1N(CC(=O)NC1CCCC1)C(=O)CNC(=O)c1cccs1	-4%	8
CCC(CC)NC(=O)c1ccc(Cl)cc1	u	x
O=C1C(c2ccc(F)cc2)N(C2CCCCC2)C(=O)CN1C1CCCC1 (stereo not given)	3%	-2
Cc1cccc(C)c1NC(=O)CS(=O)CC(=O)NCC1OCCc2ccccc21 (stereo not given)	-1%	10
CO/N=C/c1cc([N+](=O)[O-])ccc1Sc1ccc(C)cc1	i	x
O=C(c1cn(Cc2ccccc2)nc1-c1cccnc1)N1CCN(Cc2c(F)cccc2Cl)CC1	u	x
C=CCOc1c(CNC2CCCC2)cc(Cl)cc1OC	5%	37
CCOC(=O)c1ccc(NS(=O)(=O)c2cc3c4c(c2)CCN4C(=O)CC3)cc1	u	x
CCN(Cc1ccccc1)S(=O)(=O)c1cn(C)cn1	u	x
CCC(C(=O)NC1CCCCC1)n1c(SCc2cccc(C)c2)nc2ccncc21 (stereo not given)	19%	-2
O=C(COC(=O)CC12CC3CC(CC(Br)(C3)C1)C2)NC(=O)NCc1ccco1	0%	-9
CC1(C)Cc2c(sc(NC(=O)c3ccccc3Cl)c2C(=O)O)CO1	-7%	-8
COc1ccc(NC(=S)NC23CN4CN(CN(C4)C2)C3)c(OC)c1	10%	12
CN1C(=O)/C(=C2\SC(N)=NC2=O)c2ccccc21	u	x
CNC(=O)c1ccc(Nc2nnc(-c3ccc(C(N)=O)cc3)c3ccccc23)cc1	-6%	17
CC1CCCC(C)N1C(=O)COc1ccc([N+](=O)[O-])cc1Cl (stereo not given)	-8%	-14
O=C(Cc1cscn1)c1ccc(O)cc1O	i	-4
CCOc1ccc(CCNC(=O)C2CC(=O)N(Cc3ccc(OC)cc3)C2)cc1OCC (stereo not given)	u	x
COC(=O)c1c(NC(=O)COC(=O)c2ccc(NC(=O)CC#N)cc2)sc2c1CCCCC2	u	x
Cc1ccc(/C(N)=N/OC(=O)Cc2ccccc2)cc1	u	x
Cc1nc(NC(=O)CSc2nc3cccnc3n2Cc2ccccc2)sc1C	u	x
COc1ccc(OCC(=O)NC2CCCCCCC2)cc1	i	x
COc1ccc(Cc2nnc(SCC(=O)Nc3ccc(N4CCOCC4)cc3)n2C)cc1	u	x
Cc1nn(-c2ccccc2)c(C)c1NC(=O)CCl	7%	3
Cc1cnc2cc([N+](=O)[O-])ccc2n1	-4%	9
COc1ccc(C(=O)/C=C/c2cn(CC(O)CN3CCN(C)CC3)c3ccccc23)cc1OC (stereo not given)	-4%	0
CC(C)CC(NC(N)=O)C(=O)OCC(=O)Nc1ccc(OC(F)F)cc1 (stereo not given)	i	x
Cc1ccc(S(=O)(=O)/N=C/c2ccc(N(C)C)cc2)cc1	u	x
CCCCn1c(N)c(N(CC(C)C)C(=O)C2CCN(C(=O)c3ccc(F)cc3)CC2)c(=O)[nH]c1=O	u	x
COC(=O)c1ccc(Nc2nc(C)cc(=O)[nH]2)cc1	u	x
CCCCCC(=O)NNC(=S)NC(=O)c1cccc([N+](=O)[O-])c1	4%	7

Shown as a markdown table: entries from further up
| compound | Lipid storage S3 | Lipid storage S3 cell count max |
| --- | --- | --- |
| C[C@@H]1NC(=O)N(c2ccc(F)cc2)C1=O | u | x |
| COc1ccc(NC(=O)COc2coc(CN3CCN(c4ccccc4)CC3)cc2=O)cc1 | u | x |
| c1ccc(C2(Cn3ccc4ccccc43)OCCO2)cc1 | i | -13 |
| COC(=O)CSc1nc(C)c(C(C)=O)cc1C#N | i | x |
| Cc1ccc(NC(=O)Cn2ccsc2=N)cc1S(=O)(=O)N(C)C | 24% | x |

The list continues:
SMILES	Lipid storage S3	Lipid storage S3 cell count max
Cc1ccc(S(=O)(=O)N2CCN(CC(=O)N/N=C/C=C/c3ccccc3)CC2)cc1	u	x
O=C(Cc1ccc(S(=O)(=O)N2CCCCC2)s1)Nc1ccc(F)cc1F	16%	x
NS(=O)(=O)c1ccc(CCNC(=O)COC(=O)CCN2C(=O)C3CC=CCC3C2=O)cc1 (stereo not given)	u	x
Cc1ccccc1NC(=O)CSc1nnc(-c2ccoc2C)n1CCc1ccccc1	u	x
O=C(CCN1C(=O)C2CCCCC2C1=O)N1CCN(S(=O)(=O)c2ccccc2)CC1 (stereo not given)	u	x
CC(C)(C)n1nnnc1C(c1cccnc1)N1CCN(c2ccccc2)CC1 (stereo not given)	4%	14
O=C(C1COc2ccccc2O1)N1CCN(Cc2ccccc2)CC1 (stereo not given)	u	x
CCc1ccc(NC2CC(=O)N(CCc3ccc(OC)c(OC)c3)C2=O)cc1 (stereo not given)	u	x
Cc1ccc(NC(=O)COC(=O)Cn2cnc3ccccc32)cc1S(=O)(=O)N(C)C	-6%	-12
COc1ccc(CCNS(=O)(=O)c2ccc3c(c2)CCN3C(=O)C2CC2)cc1OC	6%	-7
Nc1c(Cl)cc(Cl)cc1C(=O)OCC(=O)N1CCCC1	u	x
CC(Sc1nnc(Cc2cccs2)n1C1CC1)C(=O)NC1CCS(=O)(=O)C1 (stereo not given)	u	x
COC(=O)c1ccc(S(N)(=O)=O)o1	u	x
COc1ccc(N(CC(=O)N/N=C/c2ccccc2F)S(=O)(=O)c2ccccc2)cc1	8%	11
CCOc1ccc(NC(=O)CN(C)C(=O)c2cc(-c3ccc(OC)cc3)nc3ccccc23)cc1OCC	22%	0
CCCNC(=O)Cn1cnc2sc(C(=O)NCCN(CC)CC)c(C)c2c1=O	u	x
CCc1ccc(OC(=O)/C=C/c2ccco2)cc1	-7%	-4
O=S(=O)(Nc1ccc(S(=O)(=O)Nc2nccs2)cc1)c1ccc(Br)cc1	-7%	22
Cc1ccc(C)c(NC(=O)CN(C)C(C)C(=O)N2CC(C)CC(C)C2)c1 (stereo not given)	u	x
O=C(CCCOc1ccccc1)NCCc1ccccc1	3%	9
CCOc1ccc2oc(C(=O)OC(C(=O)NC(N)=O)C(C)C)c(C)c2c1 (stereo not given)	9%	8
CCN(CC(=O)NCc1ccc(Cl)cc1)C(=O)c1ccc(S(=O)(=O)NCc2ccco2)cc1	u	x
CCOc1ccc(NC(=O)N2CCC(c3nc4ccccc4[nH]3)CC2)cc1	u	x
COc1cc(/C=N/NC(=O)c2ccc(Cl)c(S(N)(=O)=O)c2)ccc1OCC(N)=O	u	x
C=CCOc1ccccc1CN1CCC(Oc2cc(C(=O)NC3CC3)ccc2OC)CC1	i	-15
Cc1ccc(S(=O)(=O)N2CCOCC2)cc1C(=O)OCC(=O)NC1CCS(=O)(=O)C1 (stereo not given)	-13%	-8
O=C(/C=C/c1ccc(OCCCF)cc1)NCc1ccc(Cl)cc1	-16%	0
